TEAD-YAP inh: TEAD-YAP interaction inhibition | HEK-TIYL cells, TEAD-Gal4/YAP UAS-luciferase luminescence | inhibition, % at 9.12 µM | 1.4% of 640,000 active | AID 1259422; in the data active means inhibition above about 32%;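 further: 0% = median of test compound wells and 100% = reference inhibitor wells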
MITF primary: blocks human microphthalmia-associated transcription factor; AlphaScreen MITF homodimerization, bead proximity signal; O75030; AID 1259374; 0.91% of 650,000 active; inhibition, % at 2.6 µM; in the data active means inhibition above about 50%;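 further: 0% = vehicle wells with protein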
Target sequence (O75030 whole entry, looked up): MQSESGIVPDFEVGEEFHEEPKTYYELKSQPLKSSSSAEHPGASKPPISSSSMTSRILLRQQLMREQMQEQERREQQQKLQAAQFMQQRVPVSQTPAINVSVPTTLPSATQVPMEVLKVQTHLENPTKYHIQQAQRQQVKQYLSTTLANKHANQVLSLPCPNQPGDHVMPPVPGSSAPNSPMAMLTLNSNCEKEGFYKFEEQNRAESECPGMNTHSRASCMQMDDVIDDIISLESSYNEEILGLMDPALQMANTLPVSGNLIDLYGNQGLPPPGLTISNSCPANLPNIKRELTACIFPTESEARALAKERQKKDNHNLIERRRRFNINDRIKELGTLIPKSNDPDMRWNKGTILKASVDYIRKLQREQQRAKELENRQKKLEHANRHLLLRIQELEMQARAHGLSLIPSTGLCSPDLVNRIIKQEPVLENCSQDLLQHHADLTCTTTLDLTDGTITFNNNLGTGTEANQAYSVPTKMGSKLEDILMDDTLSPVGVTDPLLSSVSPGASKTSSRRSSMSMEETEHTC
GPR151 activ: human GPR151 activation. PathHunter beta-arrestin GPR151 cells, luminescence. 1% of 650,000 active. activation, % at 11.2 µM. Q8TDV0. AID 1508602; in the data active means activation above about 4.9%;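 further: 0% = median of compound wells and 100% = cells with positive control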
Target sequence (Q8TDV0 whole entry, looked up): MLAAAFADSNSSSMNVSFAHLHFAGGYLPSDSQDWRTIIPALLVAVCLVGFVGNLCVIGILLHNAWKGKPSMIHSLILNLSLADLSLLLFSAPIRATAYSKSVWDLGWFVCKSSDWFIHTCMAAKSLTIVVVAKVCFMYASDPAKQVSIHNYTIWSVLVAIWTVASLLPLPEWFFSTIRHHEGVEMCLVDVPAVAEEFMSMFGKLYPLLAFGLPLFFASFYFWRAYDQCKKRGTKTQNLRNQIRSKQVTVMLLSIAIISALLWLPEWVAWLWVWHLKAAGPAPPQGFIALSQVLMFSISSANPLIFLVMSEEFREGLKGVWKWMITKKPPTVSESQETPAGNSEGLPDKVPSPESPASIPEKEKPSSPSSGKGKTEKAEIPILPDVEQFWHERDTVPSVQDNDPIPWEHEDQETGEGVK
FBW7 activator: activators of human E3 ligase FBW7; Q969H0; AlphaScreen FBW7–phospho-cyclin E peptide binding, activator screen; normalized activity (activation), % at 26.1 µM; 0.13% of 650,000 active; AID 1259310; in the data active means normalized activity above about 1.9%;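 further: purified mutant Fbw7 with reduced substrate affinity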
Starred values were filed as active, the others as inactive; . = no result given. The order is random; 3.5% or so of the library scored in one or more.

Results follow in this order: TEAD-YAP inh, MITF primary, GPR151 activ, FBW7 activator
[1] O=C(COC(=O)c1c[nH]c(=O)[nH]c1=O)Nc1cccc(S(=O)(=O)N2CCOCC2)c1
 : 3, 18, -0.4, 0.1
[2] COc1cc(Cc2ccc(N)c(OC)c2)ccc1N
 : 7, 13, -0.7, 0.5
[3] N#Cc1ccc(C(=O)OCC(=O)N2CCOCC2)cc1
 : -5, 14, -1.3, 0.5
[4] O=S(=O)(NCCn1ncc2c(N3CCCC3)ncnc21)c1ccc(F)cc1
 : -8, 11, 0.5, 0.3
[5] Cn1c(CN2CCCCC2)nc2cc([N+](=O)[O-])ccc21
 : -2, -9, 0.4, -0.1
[6] CCCc1ncc(C(O)c2ccc(OCC)cc2)n1C (stereo not drawn)
 : 6, -4, 1.2, 0.1
[7] CCOc1ccc(NC(=O)C2CC2)cc1
 : -5, 1, 0.1, 0.0
[8] O=C(Nc1ccc(-c2nnc(-c3ccco3)o2)cc1)c1ccccc1Br
 : -32, 6, 0.8, 0.1
[9] N/C(=N\OC(=O)Cc1cccs1)c1ccccc1
 : -58, 6, -1.0, 0.2
[10] CCCCNC(=O)Cn1cc(C(F)(F)F)ccc1=O
 : 3, 9, -1.4, 0.1
[11] Cc1ccc2occ(/C=N/NC(=O)CCC(=O)Nc3ccc(C(=O)O)cc3)c(=O)c2c1
 : 6, -6, -0.4, 0.2
[12] O=C(c1ccn[nH]1)N1CCCC1c1nc2ccccc2[nH]1 (stereo not drawn)
 : 2, -9, -0.9, -0.1
[13] O=C1OCCN1S(=O)(=O)Nc1ccccc1
 : 8, 1, -1.4, 0.1
[14] CCOC(=O)CC(NS(=O)(=O)c1ccc(Cl)c(OC)c1)c1cccc([N+](=O)[O-])c1 (stereo not drawn)
 : -3, 3, 2.3, 0.2
[15] COc1ccc(OC)c(C2CC(=O)C3=C(C2)NC(=O)CC3c2ccc(Cl)cc2)c1 (stereo not drawn)
 : -7, 13, -0.2, 0.1
[16] O=C(NCc1ccc(Cl)cc1)C1CCC(CNc2c(N3CCOCC3)c(=O)c2=O)CC1 (stereo not drawn)
 : 3, 4, 0.8, -0.1
[17] Cc1ccc(NC(=O)c2ccc(Br)o2)c([N+](=O)[O-])c1
 : -50, 5, -0.7, -0.1
[18] Cc1ccc(NCn2c(=O)oc3cc(Cl)ccc32)cc1
 : 0, 8, -1.7, 0.2
[19] O=C(NNC(=O)c1ccco1)c1cccc(Br)c1
 : -6, -16, -0.7, -0.1
[20] O=C(O)c1cccc2c1S(=O)OC2(c1ccccc1)c1ccccc1 (stereo not drawn)
 : 4, 18, 0.2, 0.1
[21] CCCNC(=O)c1ccccc1NC(=O)c1ccc2c(c1)S(=O)(=O)c1ccccc1C2=O
 : 5, -3, -1.4, 0.1
[22] Cc1nc(NS(=O)(=O)c2ccccc2)sc1C(=O)NN
 : -2, 16, 0.9, 0.2
[23] Cc1ccc2c(C)nc(N3CCCC(C(=O)N[C@@H](C)c4ccccc4)C3)nc2c1 (stereo partly drawn)
 : 2, 1, -1.4, 0.4
[24] COc1cc(NC(=S)Nc2ccc([N+](=O)[O-])cc2)cc(OC)c1
 : -14, -24, -0.1, -0.3
[25] CC(=O)c1cccc(NC(=O)c2ccccc2CCc2ccccc2)c1
 : 7, 7, -0.3, 0.1
[26] N#Cc1c(NC(=O)c2nn3c(C(F)(F)F)cc(-c4cccs4)nc3c2Cl)sc2c1CCCCC2
 : -3, 7, 0.0, -0.1
[27] COc1ccc(OC)c(S(=O)(=O)N2CCc3ccccc32)c1
 : -11, 20, 2.1, 0.1
[28] Cn1c(NC2CC(=O)N(c3ccc(F)cc3)C2=O)cc(=O)n(C)c1=O (stereo not drawn)
 : -1, 1, -0.3, 0.1
[29] C[C@@H]1CN(Cc2nnnn2CC(=O)N2CCCO2)C[C@H](C)O1
 : -4, 6, -1.3, 0.3
[30] O=C(O)c1ccc(NCC2CCCO2)c([N+](=O)[O-])c1 (stereo not drawn)
 : 12, 13, -1.8, 0.4
[31] O=C(/C=C/c1ccccc1)NNC(=O)c1ccc([N+](=O)[O-])cc1
 : 4, 0, 0.6, 0.1
[32] Cc1ccc(C(C)(C)CC(C)NCCN(C)C)o1 (stereo not drawn)
 : -1, 2, -0.9, -0.2
[33] CC1=C(C)OC(C)(C(=O)/C=C/c2ccccc2)CC1 (stereo not drawn)
 : 5, -3, -0.1, 0.1
[34] CCc1nn(CC(=O)N(C)OC)c(=O)c2cc3oc(C)cc3n12
 : 7, 1, -0.7, 0.0
[35] O=c1nc2n(c3ccsc13)CC(O)=C2c1nc2ccccc2s1
 : 1, 6, 1.9, 0.3
[36] COc1cc(NC(=O)c2cc3c(CO)cnc(C)c3oc2=O)cc(OC)c1OC
 : -3, 8, 0.3, 0.0
[37] COC(=O)[C@@H](NC(=O)c1ccc(OC)c(OC2CCN(C(C)C)CC2)c1)C(C)C
 : 3, -6, 0.3, 0.0
[38] COc1ccccc1NC(=O)N1CCC2(CC1)OCc1cc(SC)cc(C)c1O2
 : 2, -9, -0.8, 0.1
[39] CC(=O)N1c2ccccc2NC2=C(C(=O)CC(c3ccc(C)cc3)C2)C1c1ccco1 (stereo not drawn)
 : 16, 12, 0.0, 0.2
[40] COc1ccccc1CNc1cccc(F)c1
 : 6, 4, 0.8, -0.1
[41] COc1ccc(OCC(=O)N/C(=N\c2nc(C)cc(C)n2)Nc2ccccc2)cc1
 : 6, -4, 0.2, 0.0
[42] Cc1occc1C(=O)NCc1cccc(Cl)c1
 : 2, 6, -0.6, 0.3
[43] N#CCc1nc(-c2cc3cc(Br)ccc3oc2=O)cs1
 : 6, 10, -0.2, 0.2
[44] CNC(=O)C(=O)Nc1ccc(Cl)c(C(F)(F)F)c1
 : -7, 9, -0.2, 0.1
[45] CCN1CCN(CCCNC(=O)c2ccc3c(c2)NC(=O)C(CSCc2ccccc2C)N3)CC1 (stereo not drawn)
 : 2, 2, 1.5, -0.1
[46] O=C(NCCN1CCOCC1)c1ccc(N2CCC(NCCc3cccs3)CC2)cc1
 : -12, 27, -0.6, -0.1
[47] C#C[C@]1(O)CC[C@H]2[C@@H]3CCc4cc(O)ccc4[C@H]3CC[C@@]21C
 : ., -5, 1.8, 0.1
[48] O=C(CCCCCNS(=O)(=O)c1cccs1)C[N+](=O)[O-]
 : 13, 10, 0.1, 0.1
[49] Cc1ccc(NC(=O)CSc2nnc(-c3ccncc3)n2CC2CCCO2)cc1Cl (stereo not drawn)
 : 20, 1, 0.4, 0.0
[50] NNC(=O)c1cc(-c2cccc([N+](=O)[O-])c2)n[nH]1
 : 12, 5, 0.4, -0.1
[51] Cc1ccc(NS(=O)(=O)c2c[nH]c3ccc([N+](=O)[O-])cc23)cc1F
 : -3, 10, 2.9, 0.4
[52] N#CCc1nc2ncc(Br)cc2[nH]1
 : -6, 11, -0.7, 0.5
[53] CN(C)CCNC(=O)c1ccc(S(=O)(=O)N(C)C)cc1
 : 1, 4, 0.2, 0.1
[54] CC(C)(C)OC(=O)N1CCC(C(=O)OCc2ccc(C#N)cc2)CC1
 : -1, -9, -0.3, -0.1
[55] COc1ccc(C(=O)N2CCOC2CNC(=O)C(=O)NCc2ccc3c(c2)OCO3)cc1 (stereo not drawn)
 : -2, -5, 0.4, -0.1
[56] COc1cccc(C(=O)Nc2cccc(N)c2)c1
 : -17, 5, -3.7, 0.2
[57] Clc1ccc(N2CCN(/N=C\c3ccc4c(c3)OCO4)CC2)cc1
 : 5, 11, 0.4, 0.0
[58] Cc1noc(NS(=O)(=O)c2ccc(NC(=O)c3cccc([N+](=O)[O-])c3C)cc2)c1C
 : -5, -3, 0.0, 0.0
[59] CCCC(=O)Nc1cccc(C(=O)NCC(C)C)c1
 : 3, 16, -1.3, 0.1
[60] CCOC(=O)c1ccccc1NC(=O)c1ccccc1Br
 : 5, 9, -1.7, 0.3

More entries follow.
Results follow in this order: TEAD-YAP inh, MITF primary, GPR151 activ, FBW7 activator
[61] NC(=O)CN1CCN(S(=O)(=O)c2cc(Cl)ccc2Cl)CC1
 : 3, 0, 1.0, 0.0
[62] N=C1S/C(=C\c2cn[nH]c2-c2ccc(F)cc2)C(=O)N1c1nccs1
 : 10, -8, 0.6, 0.0
[63] CCNc1nc(N)c2ncn(Cc3ccc(C(F)(F)F)cc3)c2n1
 : 3, -4, 1.9, 0.1
[64] CN(Cc1cc(-c2ccccc2)on1)Cc1c(C(=O)N2CCCC2)nc2sccn12
 : 3, 13, 0.8, 0.1
[65] COc1ccccc1NC(=O)N(CCCN(C)C)Cc1cc2ccc(C)cc2[nH]c1=O
 : 0, 6, -0.6, 0.1
[66] CCOC(=O)c1sc2nc(SCC(=O)N(CC)CC)n(CC3CCCO3)c(=O)c2c1C (stereo not drawn)
 : -17, -3, 0.3, 0.0
[67] COc1ccc(OC)c(NC(=O)c2sc3ncnc(N4CCN(c5ccccc5F)CC4)c3c2C)c1
 : 1, 1, -1.4, -0.3
[68] O=C(CCC(=O)N(C1CC1)C1CCN(Cc2ccccc2)CC1)NCCc1ccccc1
 : 4, 9, 3.9, 0.0
[69] CCOc1ccc(CN2CCC3(CCC(CNC(C)=O)O3)CC2)cc1 (stereo not drawn)
 : -2, 9, -1.4, 0.1
[70] CCSc1nnc2n3ncnc3c3c4c(sc3n12)COC(C)(C)C4
 : -4, -8, 0.3, 0.0
[71] Cc1c(Cl)cccc1NC(=O)CCC(=O)NNC(=O)c1ccccc1Br
 : -3, 6, 1.0, 0.0
[72] CCCN1C(=O)/C(=C/c2ccc(C)o2)SC1=S
 : 0, -3, 4.9, -0.3
[73] OC1CCCN(CC(O)COc2ccc3ccccc3c2)C1 (stereo not drawn)
 : -39, 19, -0.3, 0.4
[74] O=C1C2C3c4ccccc4C(c4ccccc43)C2C(=O)N1c1ccc(S(=O)(=O)Nc2nccs2)cc1 (stereo not drawn)
 : -8, 33, 0.0, 0.1
[75] NC(=O)c1cc(NC(=O)COc2ccc(Cl)c3ccccc23)cc(C(N)=O)c1
 : 5, 4, 1.5, 0.1
[76] O=C(NCCN1CCOC1=O)c1ccc(OC2CCN(C(=O)C3CC3)CC2)cc1
 : -4, 4, -0.3, 0.0
[77] CCOC(=O)C1=C(C)N=c2s/c(=C/c3ccc(C)cc3)c(=O)n2C1c1cccs1 (stereo not drawn)
 : 8, 3, 0.9, -0.1
[78] COc1ccc(C(N)C(=O)N2CCC(Nc3ccc4[nH]ncc4c3)C2)cc1 (stereo not drawn)
 : -1, 13, -0.5, -0.7
[79] CCOc1ccc(C(=O)Nc2cc(-c3nc4cc(C)ccc4o3)ccc2Cl)cc1
 : -17, 6, -0.6, 0.4
[80] COc1ccc(-c2nc3ccccc3c(=O)n2NC(=O)c2ccccc2OC)cc1OC
 : -9, -11, -0.5, 0.0
[81] CC1CCCC(C)N1C(=O)C1=CC(c2ccc(F)cc2)=NS(=O)(=O)N1C (stereo not drawn)
 : 7, 8, 1.3, 0.2
[82] CCn1cnc2sc(C(=O)N3CCN(Cc4ccccc4)CC3)c(C)c2c1=O
 : 6, -2, -1.4, 0.7
[83] CN(C)c1ccc(NC(=O)CCCCC(=O)Nc2ccc(N(C)C)cc2)cc1
 : -24, 6, -0.2, -0.7
[84] Oc1ccc(/C=N/NC(=S)Nc2cccnc2)cc1
 : 65*, 12, -0.7, 0.2
[85] Cc1cc(/C=N/O)c(C)n1-c1ccc([N+](=O)[O-])cc1
 : 1, 20, 0.3, 0.1
[86] O=C(/C=C/c1ccccc1Cl)N1CCCCC1
 : -61, 13, -3.7, -0.1
[87] O=C(O)c1cc(NC(=O)c2cccc(N3C(=O)CCC3=O)c2)cc(C(=O)O)c1
 : -4, 40, 2.2, -0.1

In the list so far, these contain a thiophene ring, fused or not.
Results follow in this order: TEAD-YAP inh, MITF primary, GPR151 activ, FBW7 activator
[9] N/C(=N\OC(=O)Cc1cccs1)c1ccccc1
 : -58, 6, -1.0, 0.2
[26] N#Cc1c(NC(=O)c2nn3c(C(F)(F)F)cc(-c4cccs4)nc3c2Cl)sc2c1CCCCC2
 : -3, 7, 0.0, -0.1
[35] O=c1nc2n(c3ccsc13)CC(O)=C2c1nc2ccccc2s1
 : 1, 6, 1.9, 0.3
[46] O=C(NCCN1CCOCC1)c1ccc(N2CCC(NCCc3cccs3)CC2)cc1
 : -12, 27, -0.6, -0.1
[48] O=C(CCCCCNS(=O)(=O)c1cccs1)C[N+](=O)[O-]
 : 13, 10, 0.1, 0.1
[66] CCOC(=O)c1sc2nc(SCC(=O)N(CC)CC)n(CC3CCCO3)c(=O)c2c1C (stereo not drawn)
 : -17, -3, 0.3, 0.0
[67] COc1ccc(OC)c(NC(=O)c2sc3ncnc(N4CCN(c5ccccc5F)CC4)c3c2C)c1
 : 1, 1, -1.4, -0.3
[70] CCSc1nnc2n3ncnc3c3c4c(sc3n12)COC(C)(C)C4
 : -4, -8, 0.3, 0.0
[77] CCOC(=O)C1=C(C)N=c2s/c(=C/c3ccc(C)cc3)c(=O)n2C1c1cccs1 (stereo not drawn)
 : 8, 3, 0.9, -0.1
[82] CCn1cnc2sc(C(=O)N3CCN(Cc4ccccc4)CC3)c(C)c2c1=O
 : 6, -2, -1.4, 0.7

Screening results (PubChem BioAssay)
